Bcl-2 Bim block: inhibitors of Bim-Bcl-2 interaction, human; 190,000 compounds, 0.06% hits; Bead-based flow cytometry, Bim peptide-Bcl-2 binding; P10415; inhibition, % at 10 µM; in the data active = inhibition above about 40%; inconclusive = no clear call, values can overlap the other calls;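 also: 0% = no compound wells with probe peptide and 100% = reference peptide inhibitor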
ABCB1 block: inhibitors of human ABCB1 transporter, ABCG2 counter-screen; P08183; AID 1326; CCRF-Adr cells, JC-1 efflux, flow cytometry; inhibition, % at 6.6 µM; 190,000 compounds, 0.067% hits; in the data active = inhibition above about 40%;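 also: 0% = vehicle and 100% = reference inhibitor; higher value means more JC-1 retained so stronger ABCB1 efflux block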
GSH bead fluor: GSH bead compound fluorescence profile; AID 1776; 190,000 compounds, 0.25% hits; fluorescence (KMESF) at 10 µM; GSH beads flow cytometry, compound fluorescence 488/530 nm; stronger effect = higher value; in the data active = fluorescence above about 89;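 also: glutathione beads carrying GST-tagged Bcl family fusion proteins plus one bare bead set; values are compound well signal with DMSO vehicle wells as background; inactives centre near 16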
RGS7-Gao reg: regulators of human RGS7-Galphao interaction; Multiplexed bead flow cytometry, RGS7-Galphao binding; actives lie on both sides; binding response (% of control), % at 10 µM; 220,000 compounds, 0.35% hits; in the data active = binding response below about 49% or above about 150%; inconclusive = no clear call, values can overlap the other calls; inactive = in between;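 also: fluorescent Galphao held in activated GDP-AlF4 state binding bead-coupled RGS7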
Target sequence (P09471 whole entry, looked up): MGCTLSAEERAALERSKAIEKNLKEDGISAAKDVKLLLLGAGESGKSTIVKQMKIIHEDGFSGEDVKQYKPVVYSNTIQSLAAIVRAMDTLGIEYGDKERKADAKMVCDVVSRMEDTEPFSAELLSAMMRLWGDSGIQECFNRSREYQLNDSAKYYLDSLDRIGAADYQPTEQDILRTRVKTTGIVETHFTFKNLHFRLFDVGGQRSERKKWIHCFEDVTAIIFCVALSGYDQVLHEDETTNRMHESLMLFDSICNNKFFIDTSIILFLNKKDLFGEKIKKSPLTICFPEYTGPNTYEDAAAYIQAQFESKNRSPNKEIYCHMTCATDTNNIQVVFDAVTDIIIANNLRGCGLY
RGS4-Gao reg: modulates binding of RGS4 to human Galphao; 220,000 compounds, 0.33% hits; binding response (% of control), % at 10 µM; P09471; Multiplexed bead flow cytometry; actives lie on both sides; AID 1415; in the data active = binding response below about 49% or above about 150%; inactive = in between;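 also: fluorescent Galphao activated with aluminum fluoride binding bead-coupled RGS4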
Bcl-B Bim block: human Bim-Bcl-B interaction inhibition | Q9HD36 | bead-based flow cytometry, Bim peptide-Bcl-B binding | inhibition, % at 10 µM | 190,000 compounds, 0.073% hits;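 also: 0% = tracer peptide without compound and 100% = reference inhibitor peptide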
Target sequence (Q9HD36 whole entry, looked up): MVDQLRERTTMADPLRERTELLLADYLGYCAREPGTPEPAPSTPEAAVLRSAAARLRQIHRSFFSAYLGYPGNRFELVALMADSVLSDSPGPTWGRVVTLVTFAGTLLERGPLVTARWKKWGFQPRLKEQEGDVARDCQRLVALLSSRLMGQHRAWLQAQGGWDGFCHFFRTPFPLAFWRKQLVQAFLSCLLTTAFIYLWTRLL
Bim-Bfl-1: disrupts Bim binding to human Bfl-1 | Q16548 | Bead-based flow cytometry, Bim-Bfl-1 binding inhibition | inhibition, % at 10 µM | 190,000 compounds, 0.12% hits | AID 1008;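 also: 0% = wells without compound plus tracer and 100% = blocker peptide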
Avidin bead fluor: compound fluoresces at 488/530 nm on avidin beads; 220,000 compounds, 0.38% hits; fluorescence (KMESF) at 10 µM; compound fluorescence 488/530 nm, flow cytometry; stronger effect = higher value; AID 1775; in the data active = fluorescence above about 47; also: inactives centre near 10
Bim-Bcl-XL: human Bim-Bcl-XL interaction inhibition | 190,000 compounds, 0.04% hits | Bim peptide-Bcl-XL binding, bead flow cytometry, fluorescence | inhibition, % at 10 µM
Target sequence (Q07817 whole entry, looked up): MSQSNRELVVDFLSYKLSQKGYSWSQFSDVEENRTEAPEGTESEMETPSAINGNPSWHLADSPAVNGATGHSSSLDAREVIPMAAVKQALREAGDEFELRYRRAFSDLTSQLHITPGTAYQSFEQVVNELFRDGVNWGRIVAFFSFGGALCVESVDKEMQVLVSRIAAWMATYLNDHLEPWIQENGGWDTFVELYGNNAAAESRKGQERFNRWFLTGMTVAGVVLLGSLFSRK
Bim-Bcl-W: inhibitors of Bim-Bcl-W interaction, human | bead-based flow cytometry, Bim peptide-Bcl-W binding | inhibition, % at 10 µM | 190,000 compounds, 0.02% hits | AID 952;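 also: 0% = bound tracer without compound and 100% = peptide blocker; higher means less fluorescent Bim peptide bound to Bcl-W beads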
Target sequence (Q92843 whole entry, looked up): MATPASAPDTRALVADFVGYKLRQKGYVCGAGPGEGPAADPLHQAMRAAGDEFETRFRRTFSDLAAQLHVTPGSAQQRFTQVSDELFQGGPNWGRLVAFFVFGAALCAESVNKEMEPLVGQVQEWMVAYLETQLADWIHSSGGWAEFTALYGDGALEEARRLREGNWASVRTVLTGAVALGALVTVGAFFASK
ABCG2 block: human ABCG2 inhibition, ABCB1 as counter-screen; Q9UNQ0; IgMXP3 cells, JC-1 efflux, flow cytometry; inhibition, % at 6.6 µM; 190,000 compounds, 0.1% hits; AID 1325;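 active = inhibition above 80%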;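 also: 0% = DMSO and 100% = nicardipine control wells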
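Test system: IgMXP3 (ABCG2) plus far-red-tagged CCRF-Adr (ABCB1) cells. Reagent: JC-1 dye as substrate. Timing: 10 min exposure at 25 °C with rotation, no wash. Measured by: flow cytometric JC-1 green MFI at 530 nm. Read-out: percent efflux inhibition, scaled nicardipine 100% to DMSO 0%. Control set: nicardipine and DMSO wells.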
Active calls of the source: *; ? = inconclusive. Rule as the data show it, unless noted: active = inhibition above about 40%.

SMILES	Bcl-2 Bim block	ABCB1 block	GSH bead fluor	RGS7-Gao reg	RGS4-Gao reg	Bcl-B Bim block	Bim-Bfl-1	Avidin bead fluor	Bim-Bcl-XL	Bim-Bcl-W	ABCG2 block
CCOc1ccc(N2C(=O)CN=C2Nc2ccccc2Cl)cc1	-3	0.4	10	100	98	-5	-2	24	-2	-1	2
O=C(NNC(=O)c1ccccc1Cl)c1ccncc1	1	-0.1	6	97	99	0	1	3	0	0	1
COc1ccccc1NC(=O)CSc1nnc2ccc(-c3cccnc3)nn12	0	0.0	10	?	102	-10	0	8	0	-1	3
COc1cccc(-c2nc(NCC3CCCO3)c3ccccc3n2)c1O (stereo unspecified)	0	1.2	14	104	100	0	0	16	0	-1	4
COc1cccc(-n2nnnc2SCC(=O)c2cc(OC)ccc2OC)c1	-5	0.3	20	99	100	-7	-12	26	-1	2	5
CCS(=O)(=O)N1CCC(C(=O)NCCN2CCOCC2)CC1	-4	0.8	22	128	132	-5	-3	13	-4	-6	1
CN1CCN(C(=O)c2cccc(S(=O)(=O)N3CCCCC3)c2)CC1	-15	-0.3	14	96	98	-9	-15	6	-5	-1	15
CCOC(=O)C1=C(C)NC(C)=C(C(=O)OCC)C1C1=COCCO1	0	0.3	21	98	99	-1	-2	6	-1	-5	0
CCOc1ccc(CN2CCNC(=O)C2CC(=O)O)cc1 (stereo unspecified)	0	2.0	9	95	98	1	0	9	0	2	18
N#Cc1c(NC(=O)c2ccc(Cn3cc(Br)cn3)o2)sc2c1CCCCC2	-4	1.0	24	108	109	0	1	7	-1	-1	2
NC(=O)COC(=O)c1cccnc1Nc1ccccc1F	2	-0.2	10	111	104	-1	-3	5	0	2	5
Cc1cc(C)c2c(=O)[nH]n(C(C)C)c2n1	-5	1.3	20	100	99	-8	-19	37	-9	-6	48
COC(=O)C(C)(C)ONC(=O)Nc1ccc(C)cc1	-5	0.9	16	92	90	-13	-12	3	-8	-9	13
Cc1nnn(C23CC4CC(CC(CC(=O)Nc5ccc(C)c(Cl)c5)(C4)C2)C3)n1	-4	5.1	4	101	105	-4	-1	10	-3	-1	19
CCc1ccc(/C=C2\SC(N3CCOCC3)=NC2=O)cc1	-3	1.0	11	102	101	-3	3	11	-2	-6	10
CCSC1=NCCN1C(=O)Cc1ccc(-c2ccccc2)cc1	1	1.4	18	102	101	1	4	11	-1	-1	7
Cc1onc(-c2c(Cl)cccc2Cl)c1C(=O)N1CCCc2ccccc21	-12	1.0	28	104	101	-10	-14	10	-15	-1	6
O=C(c1cccc(F)c1)N1CCN(c2cc(N3CCCCC3)c(F)cc2[N+](=O)[O-])CC1	-11	2.1	25	101	100	-10	-18	13	-3	0	9
CCOC(=O)C(Cc1ccc(Cl)cc1Cl)c1ccno1 (stereo unspecified)	0	0.4	13	101	100	0	5	7	1	0	10
CCC(C)(C)NCC(=O)Nc1ccc(OC(F)(F)F)cc1	3	1.5	16	100	96	2	0	32	-1	-1	5
O=S(=O)(NCc1cn2ccsc2n1)c1ccc(Oc2ccccc2)cc1	-1	-0.1	24	98	101	0	-1	4	-1	-2	0
COc1ccc(CCNC(=O)c2ccc(=O)[nH]c2)cc1	-1	0.1	14	98	97	-4	-6	10	-2	-2	0
O=C(NCC(=O)N(c1cccnc1)C(C(=O)NC1CCCC1)c1ccco1)c1cccs1 (stereo unspecified)	-11	2.1	28	113	105	-10	-19	57*	-10	-4	1
CC(C)(C)C1CCc2c(sc(NC(=O)c3ccncc3)c2C(N)=O)C1 (stereo unspecified)	-4	-0.5	10	89	89	-7	-2	11	-6	-4	0
COc1ccccc1NC(=S)NC(=O)C(C)(C)C	-3	-3.1	26	92	94	-7	-3	8	-6	-3	14
Cn1nccc1C(=O)N1CCN(c2ccc(F)cc2)CC1	-3	0.1	33	103	103	-14	-5	9	-7	-7	0
CC(C)OC(=O)NS(=O)(=O)c1cccc([N+](=O)[O-])c1	0	2.2	11	94	94	-3	0	15	-5	0	11
O=C(CS(=O)Cc1ccccc1Cl)Nc1ccccc1Cl (stereo unspecified)	-1	0.1	14	100	98	0	2	9	-2	0	1
CC(=O)Nc1ccccc1C(=O)N1CC2(C)CC1CC(C)(C)C2 (stereo unspecified)	-13	0.4	31	103	102	-13	-20	12	0	-2	-1
CCOC(=O)c1cnc2nc(C(F)(F)F)[nH]n2c1=O	-13	0.0	13	101	102	-12	-10	11	-6	-2	0
COc1ccc(/C=C2\CCC/C(=C\C=N\N(C)C)C2=O)cc1	1	0.3	13	102	107	-3	7	11	-3	0	4
CCC1=Nc2ccc(Br)cc2C(c2ccccc2)N1CC(=O)OC (stereo unspecified)	-8	1.1	36	98	101	-12	-8	12	-7	-4	8
Cc1ccc(NC(=O)C(C)NS(=O)(=O)c2ccc(F)cc2)cc1C (stereo unspecified)	2	0.8	15	87	88	-1	-4	10	0	2	15
CCC1=NC(c2ccccc2OC)N(O)C1(C)C (stereo unspecified)	2	0.1	5	102	101	-3	-1	6	-6	-9	0
CC(=O)c1cc(C#N)c(N2CC(C)OC(C)C2)nc1C (stereo unspecified)	-4	0.8	15	?	94	-3	-5	9	-3	-1	14
CCn1c(SCC(=O)Nc2nc(C)c(C)s2)nnc1-c1cccs1	5	0.2	16	104	99	3	3	5	2	3	8
COc1ccc(C(=O)Nc2cc(OCc3ccccc3)c(Cl)cc2Cl)cc1	0	0.9	16	108	108	1	-1	34	1	0	6
COC(C(=O)NCc1ccccc1C)c1ccccc1 (stereo unspecified)	-19	0.1	15	100	103	-11	-11	14	-6	0	0
CCN1/C(=C\C=C2\C(=O)N(c3ccccc3)C(=S)N2C)Sc2ccccc21	4	0.2	20	93	98	1	11	8	1	-3	-3
COC(=O)c1cc(Br)c(=O)n(-c2cc(C)on2)c1	-9	-0.9	31	103	104	-9	-18	32	-8	0	18
N/C(CCN1CCCCC1)=N/O	0	0.3	17	100	99	-1	-2	35	1	0	2
Cn1c(SCc2ccc(C#N)cc2)nnc1-c1ccccc1	-3	0.4	14	102	109	-1	0	16	-3	1	1
CCN(CC)S(=O)(=O)c1cc(NC(=O)C(CC(C)C)NC(N)=O)ccc1C (stereo unspecified)	0	0.1	12	101	104	-3	-6	10	-3	-2	-1
NC(=O)CCN1CCCCC1	-3	-0.1	10	102	104	-3	-3	9	0	5	0
O=C(Nc1nnc(-c2ccccc2)o1)c1ccc(Cl)cc1	-2	-0.1	16	99	103	2	-2	24	-4	-3	0
CC/C(Cc1ccccc1)=N\NC(=O)c1cc([N+](=O)[O-])cc([N+](=O)[O-])c1	-1	1.9	12	102	103	0	-3	12	0	0	15
COc1cccc(SCC2(O)CCN(C(=O)c3ccc(Cl)cc3)CC2)c1	-4	1.5	17	104	101	-6	-3	9	-1	0	6
Cc1c(-n2cc(C(=O)c3cc(Cl)ccc3O)cc(C#N)c2=O)c(=O)n(-c2ccccc2)n1C	0	-5.9	30	87	86	-4	-3	17	-2	-3	-2
Cc1oc(-c2ccccc2F)nc1CSCC(=O)NCc1ccc2c(c1)OCO2	-4	0.7	17	105	106	-2	-1	14	0	-1	2
Cc1ccc(Cl)cc1NC(=O)C[n+]1ccc(Cc2ccc([N+](=O)[O-])cc2)cc1	0	0.7	74	105	113	-2	1	15	2	0	2
Next part
SMILES	Bcl-2 Bim block	ABCB1 block	GSH bead fluor	RGS7-Gao reg	RGS4-Gao reg	Bcl-B Bim block	Bim-Bfl-1	Avidin bead fluor	Bim-Bcl-XL	Bim-Bcl-W	ABCG2 block
CCC(=O)N1CCc2cc(OC)c(OC)cc2C1COc1ccccc1OC (stereo unspecified)	-3	0.8	14	101	100	-3	-8	11	-1	0	2
CCOCCCNCc1cn(-c2ccc(F)cc2F)nc1-c1ccccc1C	-6	-0.9	12	94	96	0	-5	6	-2	-1	3
N#Cc1ccc(CSc2nnc(Cc3cccs3)n2Cc2ccco2)cc1	6	-0.2	10	110	107	6	6	7	2	2	-1
O=C(C1CC1)N1CCC(C(O)(c2ccccc2)c2ccccc2)CC1	-11	5.7	15	103	104	-4	-9	19	-3	0	7
CC(c1ccccc1)N(NC(=O)C(O)(c1ccccc1)c1ccccc1)C(=O)c1ccccc1 (stereo unspecified)	-1	0.5	14	101	100	-4	0	3	-2	-1	-8
O=C(NCCCn1ccnc1)/C(=C\c1cccnc1)NC(=O)c1ccccc1F	-1	-0.1	14	99	102	-4	-4	11	-1	0	1
CS(=O)(=O)c1ccc(Cl)c(NC(=O)COC(=O)c2c(Cl)cccc2Cl)c1	-3	-0.1	17	?	102	0	-4	9	0	1	-2
COc1ccc(N2C(=O)CC(N3CCN(c4ccc(C(=O)c5cccnc5)cc4)CC3)C2=O)cc1 (stereo unspecified)	-4	1.5	17	101	103	-1	-2	29	-3	0	1
COc1ccc(Nc2nc(N3CCCC3)nc3ccccc23)c(OC)c1	3	5.0	19	99	104	0	0	19	-1	0	9
O=C(Nc1cc(Sc2ccccn2)cc([N+](=O)[O-])c1)c1ccc(Cl)cc1	1	0.6	25	68	83	-9	-7	2	0	1	10

Some of these compounds in order of count of non-hydrogen atoms, rising.
SMILES	Bcl-2 Bim block	ABCB1 block	GSH bead fluor	RGS7-Gao reg	RGS4-Gao reg	Bcl-B Bim block	Bim-Bfl-1	Avidin bead fluor	Bim-Bcl-XL	Bim-Bcl-W	ABCG2 block
COC(C(=O)NCc1ccccc1C)c1ccccc1 (stereo unspecified)	-19	0.1	15	100	103	-11	-11	14	-6	0	0
COc1ccc(/C=C2\CCC/C(=C\C=N\N(C)C)C2=O)cc1	1	0.3	13	102	107	-3	7	11	-3	0	4
COc1ccccc1NC(=O)CSc1nnc2ccc(-c3cccnc3)nn12	0	0.0	10	?	102	-10	0	8	0	-1	3

Further results
SMILES	Bcl-2 Bim block	ABCB1 block	GSH bead fluor	RGS7-Gao reg	RGS4-Gao reg	Bcl-B Bim block	Bim-Bfl-1	Avidin bead fluor	Bim-Bcl-XL	Bim-Bcl-W	ABCG2 block
CC(=O)Nc1ccc(S(=O)(=O)NC(=O)C23CC4CC(CC(C4)C2)C3)cc1	1	0.5	31	86	79	4	3	1	0	4	4
CCC1Oc2ccccc2N(CC(=O)NCCC2=CCCCC2)C1=O (stereo unspecified)	4	0.9	21	102	101	-1	-2	29	-5	-4	-10
CC1(C)CC(=O)C2=C(C1)Nc1nc(SCCN3CCOCC3)[nH]c(=O)c1C2c1cccs1 (stereo unspecified)	4	0.2	14	82	69	0	1	14	-5	1	2
COc1ccccc1C(=O)OCc1ccc2sc(C)nc2c1	-3	1.1	10	104	103	-5	-4	11	0	0	26
c1ccc(Nc2nc(N3CCOCC3)c3ccccc3n2)cc1	-5	1.1	41	97	95	-11	-11	9	-6	-2	8
COc1ccc2cc(Br)ccc2c1CC(=O)NC1CC(C)(C)NC(C)(C)C1	-9	0.4	34	101	102	-7	-12	13	-9	0	0
Cc1ccc(NC(=O)c2ccccc2O)cc1	-7	0.3	19	104	105	-7	-14	31	-1	-3	13
COC(=O)c1ccc(NC(=O)c2ccco2)cc1	-5	0.1	6	92	93	-5	-11	7	-3	6	0
Cc1cc(C)n(CCc2nc(-c3cccs3)cs2)n1	-10	2.0	25	104	103	-11	-25	35	-11	-5	41

Not a hit list; 1.3% or so of the library scored in one or more.
